# Pf growth 48h: inhibits P. falciparum growth in the first generation, 48 h; P. falciparum luciferase growth in erythrocytes, 48 h; Potency, µM (doses to about 28.7 µM), without a hit: at the highest dose activity change, negative = inhibition, hits mostly inhibitors; hit rate 5.9% among 310,000; AID 504832; also: potency is read from the fitted curve at half-maximal effect; % is scaled to controls: 0 for no effect and ±100 for the full control effect
#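 Here the parasites carry a stable luciferase gene and grow inside erythrocytes in Albumax-based RPMI medium with compound for one erythrocytic cycle. Activity is scored as loss of luminescent signal.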
# Pf growth 96h: P. falciparum growth inhibition at 96 hour, primary screen for plastid delayed-death inhibitors; P. falciparum luciferase reporter growth, 96 h; Potency, µM (doses to about 28.7 µM), without a hit: at the highest dose activity change, negative = inhibition, hits mostly inhibitors; hit rate 6.9% among 320,000; also: potency is read from the fitted curve at half-maximal effect; % is scaled to controls: 0 for no effect and ±100 for the full control effect
#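 P. falciparum expressing integrated firefly luciferase, in erythrocytes at 2% hematocrit, 0.05% parasitemia, incubated with compounds 96 h at 37 C, 5% CO2. Growth inhibition read as loss of luminescence; two-generation exposure targets delayed-death apicoplast inhibitors.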
# LmPK inh: blocks Leishmania mexicana pyruvate kinase activity; purified LmPK, Kinase-Glo ATP luminescence, 1 h; Potency, µM (titrated, usually from 57.5 µM), without a hit: at the highest dose activity change, negative = inhibition, most hits filed as inhibitors; hit rate 0.37% among 290,000; AID 1721; also: potency is read from the fitted curve at half-maximal effect; % is scaled to controls: 0 for no effect and ±100 for the full control effect
# Target sequence (Q27686 whole entry, looked up): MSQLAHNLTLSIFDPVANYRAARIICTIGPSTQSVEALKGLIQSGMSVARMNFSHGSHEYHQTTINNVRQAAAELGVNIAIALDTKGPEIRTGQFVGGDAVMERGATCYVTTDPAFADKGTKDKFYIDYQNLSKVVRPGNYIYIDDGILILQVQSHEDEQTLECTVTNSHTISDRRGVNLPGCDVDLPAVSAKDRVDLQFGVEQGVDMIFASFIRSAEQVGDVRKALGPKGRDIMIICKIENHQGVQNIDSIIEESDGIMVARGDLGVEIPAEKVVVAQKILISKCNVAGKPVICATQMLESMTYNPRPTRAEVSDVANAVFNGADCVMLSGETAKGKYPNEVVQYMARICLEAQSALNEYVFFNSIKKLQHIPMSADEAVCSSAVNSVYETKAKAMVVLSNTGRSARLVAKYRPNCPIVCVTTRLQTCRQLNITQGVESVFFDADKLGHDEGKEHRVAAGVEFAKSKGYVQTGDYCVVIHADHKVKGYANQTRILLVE
#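 0.1 nM LmPK, 0.5 mM PEP, 0.1 mM ADP; 50 mM imidazole pH 7.2, 7 mM MgCl2, 50 mM KCl; 1 h RT. Kinase-Glo luminescence readout, normalized to no-enzyme (full inhibition) and uninhibited wells.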
# Shiga toxin inh: blocks Shiga toxin action in Vero cells; Vero cells, Shiga toxin protein synthesis inhibition reporter; inhibition, % at 38.7 µM; hit rate 9.2% among 290,000; in the data active = inhibition mostly above about 28%, no sharp cut-off; inactive = mostly below about 43%; also: 0% is about no effect
# Cycloheximide cs: affects cycloheximide protein synthesis inhibition readout, counter-screen | hit rate 12% among 300,000 | AID 2314 | cell reporter, cycloheximide protein synthesis inhibition counterscreen | max response, %; in the data active = max response mostly above about 13%, no sharp cut-off; inactive = mostly below about 14%; also: read at 38.3 µM for the half of the compounds with a filed dose; 0% is about no effect
# AMA1 RON2 block: disrupts binding of P. falciparum AMA1 to RON2; AlphaScreen AMA1-biotinylated RON2 peptide binding; Potency, µM (top dose mostly 58.2 µM), for inactives: at the top dose activity change, negative = inhibition, most hits filed as inhibitors; hit rate 0.2% among 360,000; AID 720542;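 also: potency is read from the fitted curve at half-maximal effect; 0% = vehicle wells and -100% = peptide control; nearly all actives have a fitted effect of over 45% in size; some results filed as inactive show a strong effect at the top dose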
#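 AMA1 (3D7) with his tag at 25 nM final met compounds first, then biotinylated RON2 peptide at 25 nM; detection used donor plus acceptor beads, 10 µg/mL apiece, read by AlphaScreen after 30 min at room temperature.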
# Tb PYK inh: blocks Trypanosoma brucei pyruvate kinase; AID 624173; hit rate 0.12% among 410,000; TbPYK enzyme, Kinase-Glo Plus ATP luminescence, 45 min; Potency, µM (titrated, usually from 76.8 µM), for the others: at the highest dose activity, negative = inhibition, most hits filed as inhibitors; also: potency is read from the fitted curve at half-maximal effect; % is scaled to controls: 0 for no effect and ±100 for the full control effect; nearly all actives have a fitted effect of over 50% in size
#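 In this concentration-response screen, enzyme-free wells defined baseline while DMSO plates tracked drift. Each reaction combined TbPYK, substrate, compound and 130 uM ADP for 45 min at room temperature. Kinase-Glo Plus luminescence gave the signal.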
# Active calls of the source: *; i = inactive; u = inconclusive; x = not tested or not shown; [ ] = dose if it differs, or a comment. Unless noted, calls follow the shape of the dose curve; as a rule, active = well fitted curve in the direction sought with a large enough effect; inconclusive = small, poorly fitted or top-dose-only effect, or another doubt; inactive = no such curve, though single readings can be large; an effect the other way counts as inactive or inconclusive.
Compound,Pf growth 48h,Pf growth 96h,LmPK inh,Shiga toxin inh,Cycloheximide cs,AMA1 RON2 block,Tb PYK inh
COc1ccc(C(=O)c2ccc(OC)c(OC)c2)cc1,x,-18%,9%,17,10,17%,3%
Cc1cccn2c(=O)c3cc(C#N)c(=O)n(CCCN4CCOCC4)c3nc12,u,2.6µM*,7%,-1,-2,-19%,-5%
COc1cc(=O)n(C)c2ccccc12,-5%,0%,1%,-7,-2,0%,1%
CCOC(=O)C(Cc1ccc(NC(C)=O)cc1)N1C(=O)c2ccccc2C1=O (configuration not stated),-22%,-3%,x,x,x,-11%,6%
CCN(CC)S(=O)(=O)c1ccc(NS(=O)(=O)c2cccc(C)c2)cc1,x,-8%,2%,-7,-4,-2%,0%
O=C(CN1CCN(C/C=C/c2ccccc2)CC1)Nc1ccc(F)cc1F,u,u,-6%,-16,-4,0%,-4%
CCCCN(C(=O)CN1C(=O)C2CCCCC2C1=O)c1c(N)n(Cc2ccccc2)c(=O)[nH]c1=O (configuration not stated),-9%,-9%,x,x,x,-11%,4%
COc1ccc(/C=C(\C#N)C(=O)OCCNC(=O)c2ccncc2)cc1,10%,6%,1%,-12,1,-12%,-2%
Cc1ccc(C(C)C)cc1S(=O)(=O)Nc1cccnc1,12%,-21%,-5%,-17,-3,6%,0%
CCN(CC)CCNC(=O)c1ccc(NC2=NC3CS(=O)(=O)CC3S2)cc1 (configuration not stated),x,u,12%,-16,-4,4%,-5%
CC(C)(C)c1ccc(-c2nc(-c3ccncc3)no2)cc1,42%[activator],u,1%,63*,32*,-2%,-2%
CC1CN(CCCCOc2ccc(Cl)c3ccccc23)CC(C)O1 (configuration not stated),u,-27%,-3%,4,3,u,13%
O=C(COc1ccccc1C(=O)O)Nc1ccc(SC(F)F)cc1,1%,43%[activator],6%,-7,1,-5%,-1%
COC(=O)c1ccc(CN2C(=O)C3CCCCC3C2=O)o1 (configuration not stated),3.3µM*,60%,3%,11,-4,-2%,1%
Cc1ccc(NC(=O)CN(C)CC(=O)NC2CCCc3ccccc32)cc1 (configuration not stated),-2%,8%,-1%,-8,-4,4%,1%
NS(=O)(=O)c1cccc(NC(=O)COC(=O)Cn2cnc3ccccc32)c1,22%,7%,-1%,-6,-4,3%,-1%
CCc1ccc(-c2cc(C)no2)cc1S(=O)(=O)NC(C)Cc1ccco1 (configuration not stated),-24%,-21%,1%,-7,1,-4%,0%
C[C@@H](CO)NC(=O)c1ccc2c3n(nc2c1)-c1ccccc1CO3,139%[activator],302%[activator],14µM*,8,17*,4%,u
COCCN(C(=O)COC(=O)c1ccc2[nH]c(C)c(C)c2c1)c1c(N)n(Cc2ccccc2)c(=O)[nH]c1=O,u,u,x,x,x,-11%,8%
O=S(=O)(c1ccc(Cl)c(S(=O)(=O)N2CCCC2)c1)N1CCCC1,-2%,28%,-2%,-12,1,17%,-2%
C/C(=N\Nc1cc(N2CCOCC2)nc(C)n1)c1ccc(F)cc1,-17%,u,0%,x,-3,10%,-6%
CCN(C(=O)C(C)Sc1ccc(S(=O)(=O)N2CCN(C)CC2)cn1)c1ccccc1 (configuration not stated),u,12µM*,x,x,x,-2%,-2%
CCOC(=O)N1CCC(NC(=O)c2ccc3c(c2)N=C(CC)c2cc(C)ccc2S3)CC1,u,-5%,5%,-7,-2,7%,-2%
CCOc1ccccc1NC(=O)CSc1nc2ccccc2c(=O)n1CC1CCCO1 (configuration not stated),u,u,-1%,-10,-2,0%,-1%
CCCCNC(=O)C1CC(c2cccc(F)c2)=NO1 (configuration not stated),55%[activator],67%[activator],-6%,58*,33*,-11%,2%

# Full records as entered above.
# COCCN(C(=O)COC(=O)c1ccc2[nH]c(C)c(C)c2c1)c1c(N)n(Cc2ccccc2)c(=O)[nH]c1=O reads Pf growth 48h: u; Pf growth 96h: u; LmPK inh: x; Shiga toxin inh: x; Cycloheximide cs: x; AMA1 RON2 block: -11%; Tb PYK inh: 8%
# COc1cc(=O)n(C)c2ccccc12 reads Pf growth 48h: -5%; Pf growth 96h: 0%; LmPK inh: 1%; Shiga toxin inh: -7; Cycloheximide cs: -2; AMA1 RON2 block: 0%; Tb PYK inh: 1%

# (next part)
Compound,Pf growth 48h,Pf growth 96h,LmPK inh,Shiga toxin inh,Cycloheximide cs,AMA1 RON2 block,Tb PYK inh
CCOC(=O)c1ccc(NC(=O)N2CC3CC(C2)c2cccc(=O)n2C3)cc1 (configuration not stated),-2%,5%,0%,1,-1,8%,5%
CC1CCCN(C(=O)C(=O)Nc2ccc3nc4n(c(=O)c3c2)CCCCC4)C1 (configuration not stated),u,13%,-5%,-2,2,14%,-1%
COc1ccc(-c2nn(-c3ccccc3)cc2C(=O)OCC(=O)c2ccc(C)c([N+](=O)[O-])c2)cc1,10µM*,u,0%,-13,-1,-3%,-3%
Cc1ccc(OCC(=O)N2CCc3ccccc3C2)cc1,-22%,i,2%,22,12,-2%,0%
CC1CCN(c2ccc3nnc(CCC(=O)N4CCN(c5ccccc5F)CC4)n3n2)CC1,-27%,u,-1%,-3,0,-4%,3%
COc1cc(OC)cc(C(=O)Nc2ccc(NC(=O)c3ccco3)c(C)c2)c1,62%[activator],6%,u,36,1,-4%,-17%
O=C(CN(C(=O)CNC(=O)c1ccco1)c1cccc(F)c1)NC1CCCCC1,19%,u,-2%,2,-8,4%,-4%
CCCCC(=O)Nc1ccc(C(=O)NNC(=O)c2cccs2)cc1,12%,u,1%,-8,-4,-9%,3%
COCCCn1c(N)c(C(=O)NCc2ccco2)c2nc3ccccc3nc21,9.3µM*,u,3%,39,12,32%[activator],-2%
CN(C)c1nc(C(=O)NN)nc(N(C)C)n1,8%,x,-1%,-12,1,35%[activator],8%
COc1cccc2cc(S(=O)(=O)c3ccc(C)cc3)/c(=N/NS(=O)(=O)c3ccc(C)cc3)oc12,-6%,0%,6%,-6,-1,-10%,-6%
COC(=O)C1=C(c2ccc(F)cc2OCc2ccccc2)C[C@@H]2CC[C@H]1N2C(=O)NCc1ccccc1,9.3µM*,4.1µM*,x,x,x,19%,4%
Cc1ccccc1CC(=O)N1CCCc2ccccc21,3%,u,-1%,-10,-2,0%,5%
COC(=O)C1=C(C)OC(N)=C(C#N)C1c1cc(OC)c(OCC(N)=O)cc1Cl (configuration not stated),33%,-13%[5.75 µM],1%,-4,-1,27%,-2%
Cc1ccc(C(=O)CSc2nc(C)cc(=O)[nH]2)cc1,16%,22%,-4%,16,2,16%,0%
COC(=O)C1=C(c2ccc(OCc3ccccc3)cc2)C[C@@H]2CC[C@H]1N2C(=O)NCCCc1ccccc1,u,u,x,x,x,7%,-2%
COC(=O)c1cccc(C23CC4(C2)[C@H](CN(Cc2cccnc2)[C@@H]4c2ccccc2)C3c2ccc(Cl)nc2)c1 (some centres not stated),13µM*,12µM*,1%,23,2,-12%,-4%
CC(=NCCc1ccccc1)C1=C(O)C(c2ccccc2)OC1=O (configuration not stated),9%,29%,0%,3,9,15%,-8%
CSc1ccccc1OCc1cc(C(=O)N(C)Cc2ccc3nsnc3c2)no1,31%[activator],82%[activator],-1%,100*,52*,-14%,-7%
COc1ccc(S(=O)(=O)N2CCCN(C)CC2)cc1,37%[activator],0%,-2%,3,-2,0%,-4%
CCOC(=O)c1cc(-c2ccccc2C)nn1Cc1cc(C)no1,u,u,x,x,x,64%[activator],0%
COc1ccc(-c2cc(C(F)(F)F)c(C#N)c(SCC(=O)O)n2)cc1OC,-14%,-8%,14%,-15,3,x,x
Cc1sc2ncnc(OCC(=O)N3CCN(S(=O)(=O)c4ccccc4)CC3)c2c1C,-20%,-17%,-1%,-2,-1,-2%,3%
Cc1ccc(S(=O)(=O)c2nc(S(C)(=O)=O)sc2N2CC(C)OC(C)C2)cc1 (configuration not stated),u,34%[activator],4%,14,1,12%,-1%
CC(c1nnc(Sc2nnnn2-c2ccccc2)n1-c1ccc(F)cc1)N(C)C (configuration not stated),3%,u,-6%,-9,-1,22%,0%
O=c1c2cc(Cl)ccc2[nH]c(=S)n1Cc1ccccn1,1%,u,-3%,-7,10,127%[activator],-24%
CN(C)S(=O)(=O)c1ccc(-c2csc(-c3cccnc3)n2)cc1,u,u,-1%,21,19,-6%,-5%
O=C(CC1CS(=O)(=O)CC1CC(=O)Oc1ccccc1F)Oc1ccccc1F (configuration not stated),-5%,6%,0%,-4,-4,3%[2.32 µM],-2%
CC(O)c1nc2ccccc2n1C/C=C/c1ccccc1 (configuration not stated),-21%,13%,4%,2,-2,-8%,5%
CCn1ncc(/C=C/C(=O)NCc2cn(C)nc2C)c1C,-15%,44%[activator],-1%,38,-3,0%,1%
CC(=O)C1=C(O)C(=O)N(CCc2c[nH]c3ccccc23)C1c1cccc(O)c1 (configuration not stated),-16%,u,-1%,-27,-2,2%,2%
Cc1ccc(S(=O)(=O)N2CCOC2CNC(=O)C(=O)NCc2ccc3c(c2)OCO3)cc1 (configuration not stated),u,-3%,-4%,-5,-3,-12%,-3%
O=S(=O)(NCCc1csc(-c2cccnc2)n1)c1cc(F)ccc1F,-22%,u,5%,-6,5,0%,1%
O=[N+]([O-])c1cccc(-c2ccc(CN3CCCCC3)o2)c1,6%,5%,3%,x,3,-7%,3%

# By substructure: the entries above containing two or more sulfur atoms (10)
Compound,Pf growth 48h,Pf growth 96h,LmPK inh,Shiga toxin inh,Cycloheximide cs,AMA1 RON2 block,Tb PYK inh
CCN(CC)S(=O)(=O)c1ccc(NS(=O)(=O)c2cccc(C)c2)cc1,x,-8%,2%,-7,-4,-2%,0%
CCN(CC)CCNC(=O)c1ccc(NC2=NC3CS(=O)(=O)CC3S2)cc1 (configuration not stated),x,u,12%,-16,-4,4%,-5%
O=S(=O)(c1ccc(Cl)c(S(=O)(=O)N2CCCC2)c1)N1CCCC1,-2%,28%,-2%,-12,1,17%,-2%
CCN(C(=O)C(C)Sc1ccc(S(=O)(=O)N2CCN(C)CC2)cn1)c1ccccc1 (configuration not stated),u,12µM*,x,x,x,-2%,-2%
COc1cccc2cc(S(=O)(=O)c3ccc(C)cc3)/c(=N/NS(=O)(=O)c3ccc(C)cc3)oc12,-6%,0%,6%,-6,-1,-10%,-6%
CSc1ccccc1OCc1cc(C(=O)N(C)Cc2ccc3nsnc3c2)no1,31%[activator],82%[activator],-1%,100*,52*,-14%,-7%
Cc1sc2ncnc(OCC(=O)N3CCN(S(=O)(=O)c4ccccc4)CC3)c2c1C,-20%,-17%,-1%,-2,-1,-2%,3%
Cc1ccc(S(=O)(=O)c2nc(S(C)(=O)=O)sc2N2CC(C)OC(C)C2)cc1 (configuration not stated),u,34%[activator],4%,14,1,12%,-1%
CN(C)S(=O)(=O)c1ccc(-c2csc(-c3cccnc3)n2)cc1,u,u,-1%,21,19,-6%,-5%
O=S(=O)(NCCc1csc(-c2cccnc2)n1)c1cc(F)ccc1F,-22%,u,5%,-6,5,0%,1%

# Screens from PubChem.
